# PG9 Ab binder: PG9 antibody binding by small molecule; TR-FRET gp120-PG9 antibody binding; inhibition, % at 6.7 µM; 360,000 tested, 0.43% active; AID 624416; in the data active = inhibition above about 8.5%
# hcDAF12 agonist: activators of H. contortus DAF-12 nuclear receptor; activation, % at 6.8 µM; 370,000 tested, 1.4% active; HEK293 hcDAF-12 lit1-tk-luc reporter, luminescence; 0% DMSO, 100% Δ7-dafachronic acid;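 active = activation above the mean of all tested compounds plus 3 SD, cut at about 5.5% in these data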;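 note: 100% = response to 3 µM Δ7-dafachronic acid high control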
# PLCb3 inh: blocks human PLC-beta3 enzyme activity; inhibition, % at 12.2 µM; Q01970; 370,000 tested, 0.18% active; Purified PLC-beta3, fluorogenic substrate, fluorescence; AID 720704; in the data active = inhibition above about 11%;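 note: 0% = median of compound wells on plate and 100% = full blocker control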
# SMARCA2 act: activators of SMARCA2 function; activation, % at 9.1 µM; MG213 cells, MMTV-luciferase reporter, dexamethasone, overnight; AID 652017; 370,000 tested, 1% active; in the data active = activation above about 7.8%;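 note: 0% = vehicle wells and 100% = reference activator wells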
# ssDAF12 agonist: activates DAF-12 receptor from parasite S. stercoralis | HEK293 ssDAF-12/GRIP1 lit1-tk-luc reporter, luminescence; % of 3 µM dafachronic acid response | activation, % at 6.8 µM | 370,000 tested, 1% active | AID 652126;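 active = activation above the mean over all tested compounds plus 3 SD, cut at about 0.9% in these data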;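 note: 0% = DMSO-only wells and 100% = 3 µM delta7-dafachronic acid wells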
# FXN GAA850 act: activators of GAA850 frataxin (FXN) promoter; HEK293 lucGAA850 FXN promoter luciferase reporter, 24 h; percent of 10 µM SAHA response; activation, % at 6 µM; 360,000 tested, 0.56% active; AID 540364;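 active = activation above the average of all compounds screened plus 3 SD, cutoff fixed separately per campaign, cut at about 7.5% in these data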;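 note: 0% = DMSO wells and 100% = 10 µM SAHA wells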
# DAX1 inh-1: inhibits human nuclear receptor DAX1 | P51843 | HEK293 Gal4-DAX1 luciferase reporter, luminescence | inhibition, % at 6.75 µM | 340,000 tested, 0.99% active | AID 504766;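 active = inhibition above the mean over all tested compounds plus 3 SD, cut at about 4.2% in these data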;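 note: 0% = DAX1-transfected cells with DMSO and 100% = empty-vector control cells with DMSO; inhibition shows as a rise in luminescence from relieved DAX1 repression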
# Target sequence (P51843 207-470 limits assumed): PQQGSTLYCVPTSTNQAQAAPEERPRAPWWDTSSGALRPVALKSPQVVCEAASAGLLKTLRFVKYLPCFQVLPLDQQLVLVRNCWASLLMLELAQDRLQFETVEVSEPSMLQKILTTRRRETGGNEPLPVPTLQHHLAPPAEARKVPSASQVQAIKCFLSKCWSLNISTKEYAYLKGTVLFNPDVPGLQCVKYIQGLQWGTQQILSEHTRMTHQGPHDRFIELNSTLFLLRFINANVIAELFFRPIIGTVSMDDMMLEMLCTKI
# hgDAF12 agonist: hgDAF-12 agonism, primary luciferase screen; HEK293 GAL4-hgDAF12 UAS-luciferase reporter, agonist luminescence; normalized to butyrate control; activation, % at 6.8 µM; 370,000 tested, 1.8% active;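 active = activation above a cutoff set at the mean of all screened compounds plus 3 SD, cut at about 10% in these data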;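 note: 0% = DMSO wells and 100% = sodium butyrate wells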
# sPLA2-III inh: Blocks human group III sPLA2 activity | inhibition, % at 12.2 µM | Q9NZ20 | AID 743126 | QFRET BODIPY PC-A2 liposome hydrolysis, fluorescence | 370,000 tested, 0.56% active;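 active = inhibition above mean plus 3 SD of compounds lying within the high and low control bounds, cut at about 19% in these data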;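 note: 0% = median of test compound wells and 100% = no enzyme DMSO wells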
# Target sequence (Q9NZ20 whole entry, looked up): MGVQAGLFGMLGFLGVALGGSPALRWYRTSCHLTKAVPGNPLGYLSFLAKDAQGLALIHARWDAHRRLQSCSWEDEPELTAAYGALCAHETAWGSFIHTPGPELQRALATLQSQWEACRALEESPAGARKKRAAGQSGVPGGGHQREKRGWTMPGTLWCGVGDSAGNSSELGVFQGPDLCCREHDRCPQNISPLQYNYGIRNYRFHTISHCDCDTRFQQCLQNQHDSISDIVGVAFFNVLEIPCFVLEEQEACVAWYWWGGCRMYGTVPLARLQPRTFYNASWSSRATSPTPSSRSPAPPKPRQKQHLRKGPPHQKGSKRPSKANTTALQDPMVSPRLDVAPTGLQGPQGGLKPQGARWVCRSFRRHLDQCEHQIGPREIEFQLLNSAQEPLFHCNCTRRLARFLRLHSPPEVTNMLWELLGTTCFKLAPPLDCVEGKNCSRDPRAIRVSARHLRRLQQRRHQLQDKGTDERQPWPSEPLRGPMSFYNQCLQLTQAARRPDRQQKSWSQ
# NR1D1 modulator: modulates human Rev-erb alpha binding to DNA | 370,000 tested, 0.79% active | activity, % at 10 µM | Rev-erbα–FITC-DNA binding, fluorescence polarization, 90 min;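 active = activity above about 14%, limit read from the data; passing the limit was not always enough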;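 note: 0% = DMSO wells with 35 nM protein and 100% = DMSO wells with 750 nM protein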
# DAX1 inh-2: inhibitors of DAX1 repression of SF-1 activated StAR promoter | AID 652010 | inhibition, % at 6.8 µM | HEK293T StAR-luciferase reporter, SF-1/DAX-1 repression relief | 370,000 tested, 1.1% active;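 active = inhibition above the mean over all tested compounds plus 3 SD, cut at about 3.6% in these data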;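 note: 0% = DAX-1 cells with DMSO and 100% = cells lacking DAX-1 with DMSO; higher inhibition means more luminescence from relief of DAX-1 repression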
# * hit, by the source's call; . = no result given; & = joins results of further samples.
SMILES,PG9 Ab binder,hcDAF12 agonist,PLCb3 inh,SMARCA2 act,ssDAF12 agonist,FXN GAA850 act,DAX1 inh-1,hgDAF12 agonist,sPLA2-III inh,NR1D1 modulator,DAX1 inh-2
O=C(NCc1ccco1)c1ccc(Cn2c(=S)[nH]c3ccccc3c2=O)cc1,0.1,-1.4,-6,-4,-1.9,3.0,0.1,-0.2,12,11,1.0
COC(=O)c1cc(NS(=O)(=O)c2ccc(Cl)c(N3C(=O)c4ccc(C(=O)O)cc4C3=O)c2)cc(C(=O)OC)c1,0.2,-0.5,-14,-4,-1.7,-1.7,-1.1,2.2,-16,3,0.8
COc1ccc(N(CC(=O)N2CCN(C)CC2)S(C)(=O)=O)cc1OC,0.1,-0.9,3,4,-1.2,2.9,0.6,1.5,5,6,-0.3
O=C(/C=C\Nc1ccc(Br)cc1)c1cccnc1,-1.5,8.3*,-28,3,0.7,4.3,1.5,18*,-13,6,5.9*
COc1cc(OC)c2c(C)cc(=O)oc2c1C(CCN1CCOCC1)c1ccc2c(c1)OCO2 (stereo not drawn),0.3,-1.8,-90,1,-1.5,-0.2,-0.9,-3.0,-4,-5,-0.4
CC(=O)c1ccc(NC(=S)NN2C(C)CCCC2C)cc1 (stereo not drawn),-1.5,-1.6,3,1,-1.8,1.9,0.1,-0.5,7,-3,-0.8
CCOc1ccccc1CNS(=O)(=O)c1ccc(-c2cnc(C3CC3)o2)cc1,-2.1,-3.5,-12,-5,-1.9,-0.4,-0.9,-5.9,-48,-4,-4.8
CC1CN(c2ccc(NC(=S)NNCCC#N)cc2)CC(C)O1 (stereo not drawn),-1.0,0.2,-9,-3,-1.5,-1.5,0.7,-0.7,8,1,0.3
CCN(CC)S(=O)(=O)c1ccc(OC)c(NC(=O)C2CC(=O)N(c3ccc4c(c3)OCCO4)C2)c1 (stereo not drawn),1.8,-2.1,-7,-2,-1.4,0.4,0.3,-4.4,-8,-1,-1.9
CCC(Oc1ccccc1)C(=O)Nc1nnc(S(=O)(=O)N2CCCC2)s1 (stereo not drawn),0.0,1.5,-2,-1,-1.8,-1.0,0.5,-3.9,-15,-7,-0.4
C/C(=N\NC(=O)c1ccc(Cl)cc1)c1cccnc1,0.3,2.0,-23,-2,-0.7,2.4,1.6,1.5,16,-3,0.0
CC(=O)NS(=O)(=O)c1ccc(NC(=O)C(C)NS(=O)(=O)/C=C/c2ccccc2)cc1 (stereo not drawn),0.2,-0.7,-4,-2,-1.4,-0.3,0.2,6.8,3,2,2.2
CC(=O)c1nn(-c2ccccc2)cc1C(=O)c1cccc(Br)c1,0.0,-1.1,2,-1,-1.2,5.2,0.0,0.7,-1,-2,-0.7
Cc1ccc(S(=O)(=O)N2CCN(C(=O)CSc3ncc(C(F)(F)F)cc3Cl)CC2)cc1,0.1,-1.1,1,-2,-1.5,-1.1,-1.0,0.3,-10,1,-0.3
Cc1cc(=O)oc2cc(OCC(=O)NC(Cc3c[nH]c4ccc(O)cc34)C(=O)O)c(Cl)cc12 (stereo not drawn),-2.9,-0.2,-2,-1,-1.2,-0.4,-1.1,-1.4,-1,-3,-0.6
CCOc1ccc(NC(=O)Nc2cc(C(C)C)ccc2C)cc1,-4.7,0.2,1,1,-1.2,2.1,0.5,1.0,1,3,-0.3
COc1cc(OC)c2cc(C(=O)N[C@H](C(=O)N3CCC[C@H]3C(=O)O)C(C)C)n(C)c2c1,0.4,-1.5,-74,0,-1.3,-0.6,0.1,-1.0,13,-3,0.9
CN(C)c1ccc(C(O)c2cc3ccccc3s2)cc1 (stereo not drawn),1.0,-0.1,-11,-1,0.3,-1.3,0.1,8.7,14,6,-3.2
COc1ccccc1-c1cnc(C(O)c2c(C)cc(C)cc2C)[nH]1 (stereo not drawn),2.2,-1.6,-7,-4,-1.3,0.4,.,4.2,7,-5,-0.9
CCOc1ccc(OCCC(=O)N2CCN(S(=O)(=O)c3cccc(F)c3)CC2)cc1,2.6,-0.1,-6,-2,-0.7,-0.9,-1.2,-0.9,2,-3,-0.6

# Reprinted from the part before: 6 compounds, followed by the next part.
SMILES,PG9 Ab binder,hcDAF12 agonist,PLCb3 inh,SMARCA2 act,ssDAF12 agonist,FXN GAA850 act,DAX1 inh-1,hgDAF12 agonist,sPLA2-III inh,NR1D1 modulator,DAX1 inh-2
Cc1cc(=O)oc2cc(OCC(=O)NC(Cc3c[nH]c4ccc(O)cc34)C(=O)O)c(Cl)cc12 (stereo not drawn),-2.9,-0.2,-2,-1,-1.2,-0.4,-1.1,-1.4,-1,-3,-0.6
CCOc1ccc(NC(=O)Nc2cc(C(C)C)ccc2C)cc1,-4.7,0.2,1,1,-1.2,2.1,0.5,1.0,1,3,-0.3
COc1cc(OC)c2cc(C(=O)N[C@H](C(=O)N3CCC[C@H]3C(=O)O)C(C)C)n(C)c2c1,0.4,-1.5,-74,0,-1.3,-0.6,0.1,-1.0,13,-3,0.9
CN(C)c1ccc(C(O)c2cc3ccccc3s2)cc1 (stereo not drawn),1.0,-0.1,-11,-1,0.3,-1.3,0.1,8.7,14,6,-3.2
COc1ccccc1-c1cnc(C(O)c2c(C)cc(C)cc2C)[nH]1 (stereo not drawn),2.2,-1.6,-7,-4,-1.3,0.4,.,4.2,7,-5,-0.9
CCOc1ccc(OCCC(=O)N2CCN(S(=O)(=O)c3cccc(F)c3)CC2)cc1,2.6,-0.1,-6,-2,-0.7,-0.9,-1.2,-0.9,2,-3,-0.6
COc1ccc(-n2ncc3c2CC(C)(C)CC3NC(=O)CSc2ccccn2)cc1 (stereo not drawn),0.1,-4.2,-6,-2,-1.0,2.5,-0.9,-1.1,4,-5,-0.1
CC1CCN(C(=O)COc2ccc3ccccc3c2Br)CC1,0.5,-0.2,-6,2,0.0,1.2,1.4,0.7,-8,11,4.2*
COc1ccc(OCC(O)CNC(=O)/C=C/c2cccc([N+](=O)[O-])c2)cc1 (stereo not drawn),-1.6,-1.5,5,-1,-1.2,-0.9,-1.2,0.0,-5,7,-0.9
O=C1CCCN1CCC(=O)N1CCCC(Nc2ccc(F)cc2)C1 (stereo not drawn),-0.1,0.6,2,-2,-1.2,-0.1,0.3,-2.9,6,1,0.6
CCOC(=O)[C@]12CCCC=C1N(Cc1cccc3ccccc13)C(=O)[C@H](CC(=O)N1CCCC1)C2,-1.2,0.9,-1,-7,-0.4,.,.,-4.0,4,6,-0.6
COc1ccc(C(NC(N)=O)c2ccccc2)cc1 (stereo not drawn),0.8,0.4,-3,-1,-1.0,1.6,0.3,-2.8,4,-4,1.1
O=C(O)CC(NCc1ccco1)C(=O)OCC1CCCO1 (stereo not drawn),0.3,-0.7,1,0,-1.4,0.9,-0.2,-0.6,1,3,0.0
COC(=O)c1ccc(SCc2cnc(Cl)s2)cc1,-1.2,2.9,-1,-2,-1.1,1.0,0.8,1.6,1,1,0.1
CCOc1ccccc1CNC(=O)c1cn(C)c(=O)c2c1c1ccccc1n2C,1.6,-0.2,-11,1,-0.9,-0.8,1.1,1.0,1,-2,0.0
Cc1cccc(N2C(=O)CN(Cc3ccccc3)C2=S)c1,-1.1,-2.1,-3,4,-1.1,-0.6,0.8,0.0,-145,2,-0.3
O=C(Nc1cccnc1)c1c(F)cccc1F,1.4,0.6,4,0,-1.0,0.9,-0.1,0.3,1,-6,0.5
C=CCN1C(=O)c2ccc(C(=O)N3CCN(S(=O)(=O)c4ccc(C(C)C)cc4)CC3)cc2C1=O,0.5,-0.6,-10,-3,-0.1,1.0,4.4*,-1.0,0,-8,0.2
COc1ccc(-n2c(=O)c3ccccc3n(Cc3cccc(C)c3)c2=O)cc1OC,0.7,-1.6,-5,-4,-1.4,2.9,-2.0,-0.5,9,4,-0.2
O=C(c1cc(COc2ccc(F)cc2F)on1)N1CCN(C2CCCC2)C(=O)C1,-4.8,-2.3,-5,3,-1.6,1.1,-0.2,1.5,-3,-2,-1.0
C/C(CC(=O)Nc1cccc(Cl)c1Cl)=N\NC(=O)C(=O)N1CCCC1,0.9,3.5,-8,-3,0.7,-2.3,-0.8,0.7,1,-4,-0.1
COc1ccc(-n2cnnc2SC(C)c2nc3sc(C)c(C)c3c(=O)[nH]2)cc1 (stereo not drawn),-0.5,1.2,-97,-1,-1.1,.,.,-0.2,-11,-5,0.0
Cc1ccc(C(=O)Nc2cccc([N+](=O)[O-])c2)cc1S(=O)(=O)Nc1ccc(C(=O)O)cc1,-2.9,3.7,-2,1,0.0,1.9,0.7,1.7,-5,-1,0.1
Cc1ccc(NC(=O)CSCc2nc3c(nnn3Cc3ccc(F)cc3)c(=O)[nH]2)c(C)c1,-1.5,-0.8,-11,-3,-0.8,0.0,0.0,1.3,-5,-1,0.6
CN(C)C(=O)CSc1nc2cc(S(=O)(=O)N3CCOCC3)ccc2o1,2.0,-2.2,-1,-1,-1.1,2.6,1.1,0.4,9,3,-0.9
COc1ccc(NC(=O)CCN2CCN(S(=O)(=O)c3ccc(F)cc3)CC2)cc1,-1.9,-2.2,-5,-2,-1.6,-0.7,0.0,0.9,0,-2,-0.8
O=C(COc1ccccc1Cl)Nc1ccc(C(=O)c2ccc(C(=O)O)cc2)cc1,0.6,-0.5,0,0,-1.0,-0.9,-0.6,1.1,-16,7,2.5
Cc1c(CCC(=O)NCC(=O)O)c(=O)oc2cc3occ(-c4ccccc4)c3cc12,0.1,-2.1,-100,-4,-0.6,9.4*,-1.8,-2.5,-1,-6,0.7
O=C(OCC(=O)N1CCN(c2ccccc2)CC1)c1ccc([N+](=O)[O-])s1,-1.7,0.1,-3,-2,-1.0,-1.6,0.0,-2.6,0,-2,-0.4
COc1ccc(CNC(=O)C2CCC(=O)N(CCCN3CCCC3=O)C2)c(OC)c1 (stereo not drawn),1.1,-1.1,0,-2,-0.7,0.8,0.2,0.8,5,-6,1.0
COc1ccc(N(CC(=O)NC2CCS(=O)(=O)C2)S(=O)(=O)c2ccc(Cl)c(Cl)c2)cc1 (stereo not drawn),0.0,-0.9,-3,-1,-0.8,1.7,-1.1,-0.5,-2,1,0.3
COc1cc(NS(=O)(=O)c2cc(NC(C)=O)ccc2OC)c(OC)cc1NC(=O)c1ccccc1,-3.0,0.6,-7,3,-0.7,1.1,-0.7,0.1,-1,-9,-0.1
O=C(Cc1ccccc1Cl)Nc1cccc(S(=O)(=O)N2CCOCC2)c1,-2.1,-1.7,2,1,-0.9,-0.7,-0.5,-0.1,-10,8,0.6
CCn1cnc2cc(NCc3ccc(N(C)C)cc3)ccc21,-0.9,3.2,-11,-2,-1.7,-1.8,-0.4,0.9,7,-6,-0.8
CCCCCCSc1ccc(-c2nc3ccc(Cl)cn3c2NCCCC)cc1OC,0.8&0.5,1.0&0.6,-383,1&0,-0.9&-1.2,-1.0,0.0,2.8&1.5,3&-2,6&14,0.0&1.5
O=C(COC(=O)CCc1ccc(S(=O)(=O)N2CCOCC2)cc1)Nc1cccc(Cl)c1,-1.2,-0.5,-4,1,-1.9,-0.6,-0.4,-2.6,-27,.,-0.2
Cc1nc2nc(C)c(C)nc2nc1C,1.3,0.3,-35,0,-0.9,4.7,.,-1.3,-1,7,-0.4

# Bioassay records: PubChem BioAssay, several laboratories

# Rows were taken by chance; about 7% have a hit in one of these screens.
